RAM inhibit: inhibitors of the yeast RAM network, primary screen, dse1pr::URA3 reporter, 5-FOA selection; S. cerevisiae dse1pr::URA3 reporter, 5-FOA growth OD615, 2 d; analog-sensitive cbk1-as2 kinase mutant strain; inhibition, % at 50 µM; hit rate 1.8% among 190,000; AID 868, 2007;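 active = inhibition above a set limit, 3 SD over mean compound inhibition, cut at about 8.4% in these data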;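 note: 0% = DMSO-only wells with no growth and 100% = 10 µM 1-NA-PP1 full growth; inhibition rescues growth on 5-FOA so higher OD means more RAM inhibition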
ROMK mod: ROMK potassium channel modulators, primary screen, cell-based, thallium flux, MLSMR library; hit rate 2% among 130,000; B-score at 10 µM; AID 1918, 2009; ATP-sensitive inward rectifier potassium channel 1 (Homo sapiens), P48048; Tet-inducible ROMK, thallium flux fluorescence; actives lie on both sides;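 active = signal ratio slope over the read window, or its plate-corrected B-score, at least 3 SD from the plate mean, either direction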;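 note: B-score of the F/F0 ratio slope over 7 to 12 s after thallium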
STAT3 act: IL-6 driven STAT3 reporter potentiators, primary screen, U3A cells, luciferase, luminescence, MLSCN library. IL-6 STAT3-luciferase reporter; 100% = signal with IL-6 EC80 alone. activation (% of control), % at 5.6 µM. hit rate 0.91% among 190,000;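 active = activation above the screen-wide mean of compound activation plus 3 SD, cut at about 130% in these data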;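 note: 0% = background luminescence of wells with medium and substrate only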
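Test system: human U3A cells carrying STAT3-luciferase construct; control set: IL-6-only wells as 100% reference; timing: compound pre-incubation 1 h before IL-6, then 6 h stimulation at 37 °C; also added: IL-6 stimulus at 33 ng/mL final; evaluation: % activation versus median of IL-6-stimulated wells; detection: reporter luminescence signal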
TR-FRET SRC-2 ct: TR-FRET signal artefacts, primary screen, artefact control for PPARgamma SRC-2 agonist project, biochemical; hit rate 0.4% among 200,000; TR-FRET ratio at 8 µM; AID 1049, 2008; TR-FRET artefact counter-screen; hits give high values; in the data active = TR-FRET ratio above about 2000; note: inactives centre near 1500
STAT3 blocker: IL-6 driven STAT3 reporter inhibitors, primary screen, U3A cells, luciferase, luminescence, MLSCN library; IL-6 STAT3-luciferase reporter; host cell line lacks STAT1; inhibition, % at 5.5 µM; hit rate 0.89% among 190,000; AID 862, 2007;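 active = inhibition above the mean inhibition across all screened compounds plus 3 SD, cut at about 44% in these data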;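 note: 0% = DMSO only wells and 100% = 100 µM nifuroxazide control wells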
S1P3 antag: S1P3 receptor antagonists, primary screen, cell-based; inhibition, % at 4.98 µM; Sphingosine 1-phosphate receptor 3 (Homo sapiens), Q99500; hit rate 0.27% among 170,000; CHO S1P3 NFAT-BLA reporter, FRET fluorescence, antagonist mode;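 active = inhibition above the plate cutoff, the mean inhibition of test wells on that plate plus 3 SD, cut at about 28% in these data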;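 note: cells challenged with S1P at its EC80 of 0.8 µM; blue over green emission ratio from cleaved BLA substrate after 4 h stimulation; 0% = S1P-stimulated wells and 100% = unstimulated DMSO-only wells; some compounds past the cut are filed as inactive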
Target sequence (Q99500 whole entry, looked up): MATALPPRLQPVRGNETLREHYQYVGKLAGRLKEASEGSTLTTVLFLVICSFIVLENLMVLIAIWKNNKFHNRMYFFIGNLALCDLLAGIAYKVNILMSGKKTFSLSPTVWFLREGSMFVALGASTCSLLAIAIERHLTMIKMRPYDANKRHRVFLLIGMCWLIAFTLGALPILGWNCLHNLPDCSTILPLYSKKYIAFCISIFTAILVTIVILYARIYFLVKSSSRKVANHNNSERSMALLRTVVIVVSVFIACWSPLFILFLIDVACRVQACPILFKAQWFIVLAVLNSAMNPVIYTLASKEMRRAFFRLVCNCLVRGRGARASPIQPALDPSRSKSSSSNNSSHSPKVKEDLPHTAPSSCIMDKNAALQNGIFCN
PPARg SRC-2 ag: agonists of PPARg-SRC-2 recruitment, primary screen, biochemical, HTS | Peroxisome proliferator-activated receptor gamma (Homo sapiens), P37231 | PPARgamma LBD-SRC-2 recruitment | activation, % at 8 µM | hit rate 0.34% among 200,000; in the data active = activation above about 22%;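 note: 0% = vehicle and 100% = reference agonist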
Target sequence (P37231 whole entry, looked up, the tested form may be a part): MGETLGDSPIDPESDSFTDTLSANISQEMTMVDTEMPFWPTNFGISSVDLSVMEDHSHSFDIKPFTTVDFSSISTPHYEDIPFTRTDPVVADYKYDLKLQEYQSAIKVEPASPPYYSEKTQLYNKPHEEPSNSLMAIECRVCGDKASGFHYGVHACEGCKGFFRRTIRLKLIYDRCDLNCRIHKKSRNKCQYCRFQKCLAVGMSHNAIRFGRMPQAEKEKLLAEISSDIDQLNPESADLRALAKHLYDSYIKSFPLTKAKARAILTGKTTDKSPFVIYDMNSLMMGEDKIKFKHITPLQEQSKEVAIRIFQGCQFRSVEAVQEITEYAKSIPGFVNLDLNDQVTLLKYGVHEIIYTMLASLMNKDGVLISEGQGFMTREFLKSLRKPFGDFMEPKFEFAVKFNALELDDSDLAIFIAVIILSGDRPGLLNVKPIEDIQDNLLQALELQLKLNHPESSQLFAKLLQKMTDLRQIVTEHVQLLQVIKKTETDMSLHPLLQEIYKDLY
PPARg SRC3 recr: PPARgamma agonists recruiting SRC-3 coactivator, primary screen, biochemical; Peroxisome proliferator-activated receptor gamma (Homo sapiens), P37231; activation, % at 8 µM; biochemical PPARgamma/SRC-3 coactivator recruitment assay; hit rate 0.26% among 200,000; AID 731, 2007; in the data active = activation above about 23%;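 note: 0% = DMSO and 100% = reference agonist; some compounds past the cut are filed as inactive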
TLR4 MyD88 comp: inhibitors of TLR4-MyD88 association in cells, primary screen, cell-based, HeLa CL3-4, BLA complementation, FRET ratio. Toll-like receptor 4 (Homo sapiens) + Myeloid differentiation primary response protein …. HeLa CL3-4 TLR4/MyD88 BLA complementation. inhibition, % at 8.4 µM. hit rate 0.18% among 200,000. AID 861, 2007; in the data active = inhibition above about 25%;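 note: 0% = vehicle and 100% = reference inhibitor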
PPARg SRC-1 ag: PPARgamma agonists recruiting SRC-1 coactivator, primary screen, biochemical | PPARgamma-SRC-1 coactivator recruitment biochemical assay | hit rate 0.41% among 200,000 | activation, % at 8 µM; in the data active = activation above about 19%;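 note: 0% = DMSO and 100% = reference agonist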
STAT1 inh: STAT1 signaling inhibitors, primary screen, cell-based, HTS, luciferase reporter | NIH 3T3 STAT1-luciferase reporter, IFN-gamma, luminescence | inhibition, % at 5.5 µM | hit rate 0.35% among 200,000;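 active = inhibition above a set limit, the mean inhibition across all tested compounds plus 3 SD, cut at about 34% in these data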;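 note: 0% = IFN-gamma with DMSO and 100% = IFN-gamma with 300 µM nifuroxazide; values of inactives mirror those of a sister screen read the other way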
* = called active by the depositor; . = not tested or not shown; & = joins results of further samples.

SMILES	RAM inhibit	ROMK mod	STAT3 act	TR-FRET SRC-2 ct	STAT3 blocker	S1P3 antag	PPARg SRC-2 ag	PPARg SRC3 recr	TLR4 MyD88 comp	PPARg SRC-1 ag	STAT1 inh
COc1cccc(C(=O)NCc2cn3ccsc3n2)c1	0.8	.	97	1637	12	-14	-5	1	-1	-9	-2
O=C(CN(CCO)c1ccccc1)Nc1ccc(Cl)c(S(=O)(=O)N2CCOCC2)c1	0.7	0.46	101	1587	5	-4	1	7	10	7	22
Cc1ccc(-c2cc(C(F)(F)F)n3nc(C(=O)Nc4c(C)n(C)n(-c5ccccc5)c4=O)cc3n2)cc1	7.4	1.4	86	1476	15	.	8	5	17	8	5
CC(=O)Nc1nnc(COc2ccc(Cl)cc2)s1	3.1	-0.0054	112	1597	-10	-15	5	4	1	-5	-21
CN1c2ccccc2C(C)(C)C12CC(c1ccc(S(=O)(=O)N3CCCCC3)cc1)=NO2 (stereo unspecified)	3.0	0.19	101	1444	-4	-7	-1	0	6	-2	-10
N#CC1=C(N)OC2=C(CCc3ccccc32)C1c1ccccc1Cl (stereo unspecified)	2.9	-1.1	99	1428	5	-2	7	4	8	9	-2
COc1ccc(/C=N/NC(=S)SC)cc1OC	0.9	1.7	121	1635	-23	8	3	6	-23	8	3
COc1ccc(-c2c3c(=O)n(C)c(=O)n(C)c3cn2-c2cccc(OC)c2)cc1	1.0	.	154*	1627	-58	-25	10	1	-8	4	3
CCOC(=O)C1(CC/C(C)=N\NC(N)=O)CC(C)OC1=O (stereo unspecified)	0.8	0.49	94	1504	9	4	0	-3	0	6	4
Cc1ccccc1CC1(CO)CCCN(C(=O)c2cccc(Cl)c2)C1 (stereo unspecified)	0.5	-0.55	87	1538	17	-6	7	1	10	14	-5
CCN(C(=O)c1cccc(Br)c1)c1ccccc1	2.0	-0.54	103	1578	0	-11	-2	2	-9	-1	-8
CCc1ccc(O)c(N=Cc2cccc(C)c2O)c1	0.9	.	95	1566	10	-13	7	9	1	3	25
c1ccc(OCCCc2nc(-c3ccccn3)no2)cc1	0.9	.	101	1608	4	-37	-4	3	5	-5	-16
CCOc1ccc(OCC)c(-c2c(=O)n(OCc3ccc(C(C)(C)C)cc3)c3ccccc3[n+]2[O-])c1	2.7	.	90	1708	23	.	2	13	-2	-1	2
Cc1nn(CC#N)c(=O)n1-c1ccccc1F	-0.3	0.12	99	1716	8	.	4	-3	-8	1	-1
Cc1nnc(SCC(=O)N2c3ccccc3C(C)(c3ccccc3)CC2(C)C)s1 (stereo unspecified)	1.2	-0.87	106	1550	-10	-10	-3	2	6	-2	-1
CC(C)Oc1ccc2c(=O)c(-c3ccccc3)coc2c1	0.5	-0.53	84	1439&1544	21	2&17	-3&-1	5&-2	9	0&-4	-62
COc1cccc(NC(=O)Cn2c(CCC(=O)O)ccc2-c2cccs2)c1	3.6	.	106	1623	-4	-9	6	4	8	-6	1
CC(Nc1cccnc1)=C(C#N)C#N	0.4	0.38	103	1611	-2	-4	-7	2	-2	2	-8
O=C(Nc1ccc2oc(-c3ccc4ccccc4c3)nc2c1)c1ccc2c(c1)OCCO2	3.4	0.83	83	1469	25	.	7	7	-12	27*	-21
CCC1(C)Cc2c(C#N)c(N)n(-c3ccccc3)c(=O)c2CO1 (stereo unspecified)	2.9	.	99	1352	6	-64	-5	-12	1	0	-2
CC1=C(C(=O)Nc2ccccc2)C(c2ccco2)NC(=O)N1 (stereo unspecified)	1.1	.	101	1533	1	.	6	-13	1	-1	1
CCOC(=O)c1ccc(NC(=O)c2ccc(OC(C)C)c(OC)c2)cc1	-0.2	0.075	99	1266	6	17	2	2	21	0	-2
COC(=O)c1cccc(Nc2cc(C)nc(-c3ccccc3O)n2)c1	5.2	-0.096	103	1451	4	.	3	0	1	0	0
COCCN1C(=O)C(=O)/C(=C(/O)c2ccc3c(c2)OCCO3)C1c1ccc(C(=O)OC)cc1 (stereo unspecified)	2.9	0.0083	107	1597	-7	2	10	9	-4	14	4

Brought forward from above: two compounds, followed by the next part.
SMILES	RAM inhibit	ROMK mod	STAT3 act	TR-FRET SRC-2 ct	STAT3 blocker	S1P3 antag	PPARg SRC-2 ag	PPARg SRC3 recr	TLR4 MyD88 comp	PPARg SRC-1 ag	STAT1 inh
COC(=O)c1cccc(Nc2cc(C)nc(-c3ccccc3O)n2)c1	5.2	-0.096	103	1451	4	.	3	0	1	0	0
COCCN1C(=O)C(=O)/C(=C(/O)c2ccc3c(c2)OCCO3)C1c1ccc(C(=O)OC)cc1 (stereo unspecified)	2.9	0.0083	107	1597	-7	2	10	9	-4	14	4
O=C(NC1CCCC1)C1CCN(C(=O)c2ccc(-c3ccccc3)cc2)CC1	0.7	.	101	1574	2	-8	-1	-1	5	-6	7
Cc1ccc(NN2C(=O)C=CC2=O)cc1	0.5	0.003	95	1657	8	7	-2	4	-17	6	12
O=C(NCC1CCCO1)c1ccc(NS(=O)(=O)c2cccc([N+](=O)[O-])c2)cc1 (stereo unspecified)	0.2	-0.00058	102	1624	2	-5	11	4	16	8	-8
CCOC(=O)N1CCc2c(sc3nc(SC(C)C)n(N)c(=O)c23)C1	1.6	.	93	1672	13	11	2	8	-7	7	1
COc1ccc2oc(C(=O)CCC(=O)O)c(N)c2c1	0.7	.	96	1609	14	-30	9	18	-9	0	3
Oc1ccccc1C1CC(c2cccs2)=NC(c2ccc(Cl)cc2)N1 (stereo unspecified)	0.5	-0.2	140*	1705	-45	-6	8	5	-5	7	33
CC(C)CCn1cnc2c([nH]c3cccc(Cl)c32)c1=O	0.9	.	96	1607	9	20	1	1	10	5	0
O=C(CSc1nccn1-c1ccccc1)NCc1ccc(F)cc1	-0.2	0.82	93	1567	10	11	3	1	-9	3	2
COc1ccc(C)cc1NS(=O)(=O)c1cccc2nonc12	-0.7	.	99	1571	8	.	7	-4	-1	-2	-5
Cc1cc(C)n2nc(SCC(=O)NCc3ccco3)nc2n1	1.7	.	99	1516	10	.	1	-4	-13	-1	0
CSc1ccccc1C(=O)Nc1ccc2c(c1)OCCO2	2.3	1.6	98	1542	0	.	-2	2	-7	3	-4
CN1CCN(/N=C2/C(=O)Nc3ccc([N+](=O)[O-])cc32)CC1	2.6	-0.36	70	1862	41	-20	8	6	-6	8	3
O=C(CN1C(=O)C(=O)c2ccccc21)NC1CCCCC1	0.2	-0.35	104	1493	0	.	0	11	7	10	-2
CCCN1C2CCCC1CC(NC(=O)c1ccccc1)C2 (stereo unspecified)	1.9	0.37	107	1528	-6	-6	-1	-3	-11	4	-1
Nc1n[nH]c(N)c1N=Nc1ccc(Cl)cc1	-0.6	.	92	1555	5	-2	5	5	3	5	-12
O=C(O)CSc1nccn1-c1cccc(Cl)c1	1.3	-0.13	100	1461	0	.	3	4	-1	-4	0
Cn1nc(CC(=O)Nc2ncc(Br)s2)c2ccccc2c1=O	2.4	.	77	1498	32	.	-4	-8	-15	-4	3
Cc1ccc(/C=C/c2nc3ccccc3[nH]2)o1	1.1	-0.012	59	1603	54*	-4	9	0	4	7	10
COc1ccc(S(=O)(=O)Nc2cccnc2)c(Cl)c1Cl	2.5	-0.1	97	1301	6	-9	-5	4	-9	-9	-8
COc1ccc(Cn2cccc(NC(=O)Nc3ccc(C#N)cc3)c2=O)cc1	4.5	.	71	1585	43	0	6	-3	-4	7	5
Cc1ccccc1NC(=O)CNc1ccccc1N1CCCCC1	0.9	-0.84	101	1586	2	26	4	13	-10	6	1
COc1cccc(NC(=S)N(CCCN2CCOCC2)Cc2cn(C)c3ccccc23)c1	0.6	.	99	1518	1	10	-1	2	2	-7	-4
Cc1ccc(S(=O)(=O)NCC(=O)N2CCN(c3ccccc3F)CC2)cc1	0.8	0.59	103	1487	2	-7	6	2	1	6	-7
O=C(NCc1ccc(F)cc1)C(c1cccs1)N(C(=O)c1csnn1)C1CC1 (stereo unspecified)	0.3	-0.29	95	1600	9	-25	11	1	-2	9	3
CCOC(=O)CNc1nc(C(C)(C)C)nc2c1nnn2Cc1ccccc1Cl	10*	-0.33	94	1729	11	.	-4	4	2	1	10
(listing goes on)
SMILES	RAM inhibit	ROMK mod	STAT3 act	TR-FRET SRC-2 ct	STAT3 blocker	S1P3 antag	PPARg SRC-2 ag	PPARg SRC3 recr	TLR4 MyD88 comp	PPARg SRC-1 ag	STAT1 inh
O=C(Nc1ccccc1C(=O)N1CCCCC1)NC1CCCCC1	0.7	0.24	110	1502	-4	-9	-1	4	7	0	8
COc1cccc(OC)c1C(=O)NC(=S)Nc1ccc2c(c1)OCCO2	0.5	-0.83	84	1585	20	11	-6	0	-10	2	19
Cc1ccc(NC(=O)CN2C(=O)NC(C)(CCc3ccccc3)C2=O)cc1 (stereo unspecified)	1.7	0.071	105	1378	-1	9	2	3	9	11	-10
COc1cccc(CC(NC(C)=O)C(=O)NC2CCN(c3nnnn3-c3ccccc3)CC2)c1OC (stereo unspecified)	1.0	0.081	103	1437	1	-15	-1	2	-9	9	-2
CCOC(=O)CSc1nnc(CNC(=O)c2ccco2)n1-c1ccc(F)cc1	0.7	.	98	1675	12	1	5	-2	-18	3	-5
Cc1csc(NC(=O)c2ccc(S(C)(=O)=O)cc2)n1	-0.2	0.12	107	1541	-7	-8	2	5	-10	1	-34
CCOc1ccccc1N(CC(=O)N1CCOCC1)S(=O)(=O)c1ccccc1	-0.5	.	90	1423	15	21	21	1	4	-1	6
O=C(Nc1cc(SCCO)cc([N+](=O)[O-])c1)c1ccc(Br)o1	1.3	.	91	1469	14	-1	1	-1	13	2	18
COc1ccc(C)cc1NC(=O)CSc1nnc(CC(=O)Nc2ccccc2F)n1C	1.6	-1.5	97	1671	14	-6	-6	8	-3	1	8
CCCn1c(=O)n(C)c(=O)c2c(SCC(=O)NCc3ccco3)nc(C3CC3)nc21	5.4	0.68	84	1513	20	.	10	1	-14	4	2
COc1cc(N/C=C2\CC(=O)NC(C)=C2C#N)cc(OC)c1OC	2.1	0.15	108	1576	0	-23	4	9	-3	0	2
CCCCc1c(O)nc2ccccn2c1=O	0.1	.	103	1489	-2	-8	-2	1	-7	-5	1
CCOc1ccc2c(=O)c(-c3ccc4c(c3)OCCCO4)c(C)oc2c1	-0.6	.	98	1367	4	-4	-2	-5	2	-6	6
CCOc1ccc(OCCCCOc2ccccc2C(C)=O)cc1	2.1	.	96	1774	5	-13	5	3	5	2	-5
